Source: PubChem BioAssay
Kir21 inh = inhibitors of mouse Kir2.1 inward-rectifier potassium channel. HEK293-Kir2.1, FluxOR thallium flux fluorescence; stronger effect = lower value. B-score at 10 µM. 310,000 tested, 0.85% active;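 active = fluorescence ratio B-score at or below minus 3 SD of library scores, with starting-brightness B-score within 2 SD, cut at about -4.2 in these data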;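 also: channel flux triggered by added potassium and thallium sulfate stimulus; B-score of peak minus minimum fluorescence over baseline after thallium stimulus; more negative B-score means stronger Kir2.1 block with less thallium influx; some compounds called inactive have numbers as strong as hits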
KCNQ2 block = KCNQ2 potassium channel inhibitors, primary screen, cell-based, CHO-K1, FluxOR thallium flux, B-score (AID 2156). 310,000 tested, 1.1% active. 20 min; stronger effect = lower value. B-score at 10 µM. Potassium voltage-gated channel subfamily KQT member 2 (Rattus norvegicus), O88943;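 active = fluorescence ratio B-score at most minus 3 library SDs, with starting brightness B-score within 2 library SDs, cut at about -5.5 in these data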
Target sequence (O88943 whole entry, looked up): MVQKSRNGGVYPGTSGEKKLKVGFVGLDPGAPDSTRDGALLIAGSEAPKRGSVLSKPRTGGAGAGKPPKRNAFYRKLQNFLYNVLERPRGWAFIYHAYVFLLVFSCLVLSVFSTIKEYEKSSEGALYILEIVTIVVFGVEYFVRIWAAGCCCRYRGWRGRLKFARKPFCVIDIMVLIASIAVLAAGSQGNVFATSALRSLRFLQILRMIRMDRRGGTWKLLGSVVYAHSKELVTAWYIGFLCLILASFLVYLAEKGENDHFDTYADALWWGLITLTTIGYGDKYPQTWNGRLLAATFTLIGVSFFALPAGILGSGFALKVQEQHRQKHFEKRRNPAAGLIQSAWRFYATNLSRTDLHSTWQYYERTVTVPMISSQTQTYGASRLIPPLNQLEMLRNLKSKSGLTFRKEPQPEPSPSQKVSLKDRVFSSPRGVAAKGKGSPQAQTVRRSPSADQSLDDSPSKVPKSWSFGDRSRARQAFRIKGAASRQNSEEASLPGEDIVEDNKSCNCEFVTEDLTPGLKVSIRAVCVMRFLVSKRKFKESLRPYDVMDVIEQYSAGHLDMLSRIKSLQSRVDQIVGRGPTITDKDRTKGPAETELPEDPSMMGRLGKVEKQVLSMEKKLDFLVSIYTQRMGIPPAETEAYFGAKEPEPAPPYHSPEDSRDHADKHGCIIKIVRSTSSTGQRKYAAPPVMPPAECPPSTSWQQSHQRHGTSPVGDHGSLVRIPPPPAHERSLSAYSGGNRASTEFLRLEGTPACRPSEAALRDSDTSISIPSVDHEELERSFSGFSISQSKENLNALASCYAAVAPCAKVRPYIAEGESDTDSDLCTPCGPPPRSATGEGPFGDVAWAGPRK
The depositor's hits bear a star; i = inactive.

Sequence of screens – Kir21 inh | KCNQ2 block
CCOc1cc(/C=N/NC(=O)c2cccnc2)ccc1OCC(=O)N1CCOCC1
 : 0.03 | i
CCN(CC)S(=O)(=O)c1cccc(C(=O)Nc2cc(C)cc(C)c2)c1
 : -0.01 | i
COc1ccc(-c2nnc(SC(C)C(=O)NNC(=O)c3ccc(C)cc3)o2)cc1 (stereo not drawn)
 : 0.58 | i
O=C(COC(=O)Cc1cccc(C(F)(F)F)c1)Nc1ccccc1
 : 2.59 | i
O=C(COC(=O)C1C2CC3OC(=O)C1C3C2)Nc1ccc(Cl)cc1 (stereo not drawn)
 : 2.26 | i
CCCc1nn(C)c2c(=O)[nH]c(-c3ccccc3OCC)nc12
 : -0.33 | i
CC[C@@]12C(=O)N(c3cccc(Br)c3)C(=O)N1[C@H](c1ccc(F)cc1)[C@@H]1C(=O)N(C3CCCCC3)C(=O)[C@@H]12
 : -0.91 | i
O=C(Nc1ccccc1)OCc1cnc(Cl)s1
 : 1.8 | i
COc1ccccc1OCC(=O)NCCC1=CCCCC1
 : -1.67 | i
CCOc1ccc(N2CC(C(=O)NCCN3C(=O)S/C(=C\c4ccc(OC)c(OC)c4)C3=O)CC2=O)cc1 (stereo not drawn)
 : 0.62 | i
CCc1c(-c2ccccc2)nc2nc(C)c(C)nn12
 : 0.01 | i
Cc1ccc(NC(=O)C(C)N2C(=O)C3C4CC(C(Br)C4Br)C3C2=O)cc1 (stereo not drawn)
 : 0.48 | i
O=C(O)c1cccc2cccnc12
 : 0.37 | i
COc1cccc(CNC(=O)N[C@@H](CC(C)C)C(=O)O)c1
 : -0.19 | i
CC(C)N=C(Nc1cccnc1)c1ccccc1
 : 1.36 | i
CCc1cccc(CC)c1NC(=O)COC(=O)C1(C)CC1(Cl)Cl (stereo not drawn)
 : -1.22 | i
Cc1ccc(NC(=O)N2CCCC2C(=O)NCc2ccc(Cl)cc2)cc1 (stereo not drawn)
 : -0.39 | i
COc1cccc(OCCn2cc(/C=N/NC(=O)c3ccncc3)c3ccccc32)c1
 : 0.9 | i
Cc1ccc(C2C3=C(CCCC3=O)Nc3[nH]c(=S)[nH]c(=O)c32)cc1 (stereo not drawn)
 : 0.01 | i
CC1(C)C(=O)C2(CCCCC2)C(=O)OC1c1cccn1-c1ccc([N+](=O)[O-])cc1 (stereo not drawn)
 : 0.84 | i
Cc1nc2ccc(S(=O)(=O)N3CCCCC3)cc2s1
 : -0.38 | i
O=C(CN1CCOCC1)Nc1c2c(nc3ccccc13)N(Cc1ccccc1)CC2
 : 0.02 | i
Cc1ccc(C)c(Cn2c(C)nc3c(sc(=S)n3-c3ccccc3)c2=O)c1
 : 0.07 | i
NC(=O)c1ccc(NC(=O)C#Cc2ccccc2)cc1
 : 0.95 | i
COc1cc([N+](=O)[O-])ccc1NC(=O)C[n+]1cccc(C(C)=O)c1
 : -0.4 | i
Cc1ccc2oc(-c3cc(NC(=O)c4ncn[nH]4)ccc3O)nc2c1
 : -0.26 | i
CSc1sc2ccccc2[n+]1CCCS(=O)(=O)[O-]
 : 0.67 | i
COc1ccc(NC(=O)COC(=O)Cc2c[nH]c3ccccc23)cc1OC
 : -0.24 | i
N#Cc1c(N2CCCC2)ccc(Br)c1Cl
 : -0.23 | i
CCCCC(=O)NC1(C(F)(F)F)C(=O)N(CC(C)C)C2=C1C(=O)CC(C)(C)C2 (stereo not drawn)
 : 0.02 | i
CC(=O)C1=C(NC(=O)c2ccc(C(F)(F)F)cc2)C[C@@H]2[C@H]1C2(C)C
 : 0.7 | i
COc1ccc(C(CNC(=O)C2CC(=O)N(Cc3ccc(C)cc3)C2)N(C)C)cc1 (stereo not drawn)
 : -0.97 | i
Cc1cc2[nH]ncc2cc1NC(=S)NC(=O)c1ccccc1
 : -0.72 | i
c1ccc(CCNc2ncnc3c2cnn3-c2ccccc2)cc1
 : -0.88 | i
Cc1[nH]c(C)c(S(=O)(=O)NCC(C)c2ccccc2)c1C(=O)N1CCCCC1 (stereo not drawn)
 : -2.68 | i
CCOC(=O)c1[nH]c(C)c(/C(O)=C2\C(=O)C(=O)N(CCCN(CC)CC)C2c2cccnc2)c1C (stereo not drawn)
 : -0.7 | i
CCOCCc1nnc(NC(=O)C2CC(=O)N(c3ccc(OCC)cc3)C2)s1 (stereo not drawn)
 : -0.46 | i
COC(=O)c1c(NC(=O)c2ccn(C)n2)sc2c1CCC2
 : -0.21 | i
O=c1oc2ccccc2cc1-c1nc(-c2ccccc2)no1
 : -0.18 | i
COC/C=C/C1=CC2=CC(=O)C(C)(OC(=O)c3cnc4ccccc4n3)C(=O)C2=CN1Cc1ccc(OC)cc1 (stereo not drawn)
 : 0.31 | i
Nc1c(C(=O)OCC2CCCO2)c2nc3ccccc3nc2n1-c1ccc2c(c1)OCCO2 (stereo not drawn)
 : 1.53 | i
Cc1cc(C)cc(NC(=S)NC2CC3CCCC(C2)N3C2CCCC2)c1 (stereo not drawn)
 : -0.12 | i
O=C(CN1CCN(Cc2ccc(F)cc2Cl)CC1)NCc1ccccc1
 : -0.02 | i
NC(=O)[C@@H]1CCCNc2c(F)cc([N+](=O)[O-])cc2C(=O)N[C@@H](CO)C(=O)N[C@@H](Cc2ccc(O)cc2)C(=O)N1
 : 2.04 | i
O=C1N(c2ccccc2)c2ccccc2C1(O)C(F)(F)F (stereo not drawn)
 : -0.5 | i
COc1ccccc1CNC(=O)C1CCC(CNS(=O)(=O)c2cccs2)CC1 (stereo not drawn)
 : 0 | i
CCN(CC(=O)Nc1sc2c(c1C#N)CCCC2)CC(=O)NC1CCS(=O)(=O)C1 (stereo not drawn)
 : 2.26 | i
CCOC(=O)C(CC)n1nc(C)n2c(cc3occc32)c1=O (stereo not drawn)
 : 0.38 | i
CN1C(=S)N2CCCN2C1c1ccccc1 (stereo not drawn)
 : -0.38 | i
Cc1ccc(/C=C2/NC(=O)N(Cc3ccc(Br)cc3)C2=O)o1
 : -0.04 | i

Additional records follow.
Sequence of screens – Kir21 inh | KCNQ2 block
O=C(CSc1nc2cccnc2n1Cc1ccccc1)NC1CCCCC1
 : -1.43 | i
CC1CCCN(c2ccc3nncn3n2)C1 (stereo not drawn)
 : -0.04 | i
O=C(NCC1CCCO1)c1onc(CSc2cccc3ccccc23)c1C(=O)O (stereo not drawn)
 : -1.42 | i
Cc1cccc(NC(=O)CSc2nnnn2-c2cccnc2)c1
 : 0.05 | i
COc1ccc(CC(=O)NCCC(C)C)cc1S(=O)(=O)N1CCOCC1
 : -0.14 | i
Cc1ccc(S(=O)(=O)c2c(C)nn(C(C)(C)C)c2OC(=O)C2CCCC2)cc1
 : -0.69 | i
COC(=O)c1ccc(CSc2nnc(-c3ccncc3)o2)cc1
 : 0.26 | i
Cc1nc(SCC(=O)NCc2ccc(F)cc2)c2c(=O)n(C)c(=O)n(C)c2n1
 : -0.6 | i
O=C(N/N=C/c1cc([N+](=O)[O-])ccc1O)Nc1ccccc1
 : -0.61 | i
COC(=O)C1SCC2C(=O)N(Cc3cccc(C)c3)CC(=O)N21 (stereo not drawn)
 : 0.04 | i

Full records, quoted from the list.
O=C(NCC1CCCO1)c1onc(CSc2cccc3ccccc23)c1C(=O)O (stereo not drawn) is listed with Kir21 inh: -1.42; KCNQ2 block: i
O=C(N/N=C/c1cc([N+](=O)[O-])ccc1O)Nc1ccccc1 is listed with Kir21 inh: -0.61; KCNQ2 block: i

Other records:
Sequence of screens – Kir21 inh | KCNQ2 block
COc1ccc(OC)c(C2C(C#N)=C(N)Oc3c2c(C)nn3-c2cccc(Cl)c2)c1 (stereo not drawn)
 : 0.33 | i
CC(=O)Nc1ccc(NC(=O)C(C)OC(=O)CCCN=C2NS(=O)(=O)c3ccccc32)cc1 (stereo not drawn)
 : -0.08 | i
CCn1c(SCC(=O)NC(C)(C)C)nnc1-c1ccoc1C
 : 1.17 | i
O=C(O)c1ccc2c(c1)N(Cc1ccccc1)C(=O)c1ccccc1S2=O (stereo not drawn)
 : 0.32 | i
CCCCc1cc(=O)oc2c3c(cc(OCC(=O)NCCCO)c12)OC(C)(C)CC3
 : -0.93 | i
COc1ccc(-c2cccc(C(=O)Nc3ccc(OC)c(OC)c3)c2)cc1
 : -0.55 | i
CCOC(=O)c1[nH]c(COC(=O)C2CC(=O)N(Cc3ccccc3)C2)c(C(=O)OCC)c1C (stereo not drawn)
 : -0.04 | i
CCOc1cccc(/C=C2\NC(=S)N(c3ccccc3)C2=O)c1O
 : -0.01 | i
O=C(COC(=O)CCc1nc2ccccc2s1)NCc1ccco1
 : -0.29 | i
Nc1nc2ccccc2cc1-c1cccs1
 : -0.98 | i
OCC1(Cc2ccc(Cl)cc2)CCN(Cc2ccc(F)c(F)c2)CC1
 : -0.93 | i
O=C(CCN1C(=O)c2cccc3cccc(c23)C1=O)NCc1ccco1
 : -2.33 | i
CC1CCC/C(=C\Nc2ccc(C(=O)O)cc2)C1=O (stereo not drawn)
 : 0.12 | i
Cc1ccc(CNC(=O)C2CC(c3cccc(F)c3)=NO2)cc1 (stereo not drawn)
 : 0.59 | i
CC(=O)N=c1cccc(NC(C)=O)n1O
 : 2.4 | i
CC(CNc1ccccc1O)C(=O)O (stereo not drawn)
 : -0.56 | i
CCNc1ccc(C(=O)OCC(=O)c2cc(C)n(Cc3ccc4c(c3)OCO4)c2C)cc1[N+](=O)[O-]
 : 1.18 | i
CCOCCCN(Cc1cc2cc(C)cc(C)c2[nH]c1=O)C(=O)N(CC)CC
 : -0.94 | i
O=C(c1ccc2c(c1)OCO2)C1CCCN(Cc2cccn2-c2cccnc2)C1 (stereo not drawn)
 : -2.62 | i
O=C(NCCN1CCOCC1)c1cccc(S(=O)(=O)N2CCCCCC2)c1
 : -0.46 | i

5 entries already listed, ordered by the number in Kir21 inh, low to high.
Sequence of screens – Kir21 inh | KCNQ2 block
O=C(c1ccc2c(c1)OCO2)C1CCCN(Cc2cccn2-c2cccnc2)C1 (stereo not drawn)
 : -2.62 | i
O=C(CCN1C(=O)c2cccc3cccc(c23)C1=O)NCc1ccco1
 : -2.33 | i
CC(CNc1ccccc1O)C(=O)O (stereo not drawn)
 : -0.56 | i
CC1CCC/C(=C\Nc2ccc(C(=O)O)cc2)C1=O (stereo not drawn)
 : 0.12 | i
CC(=O)N=c1cccc(NC(C)=O)n1O
 : 2.4 | i

Following part.
Sequence of screens – Kir21 inh | KCNQ2 block
O=C(NCc1ccccc1)c1cccnc1
 : 0.61 | i
COc1ccc(/C=C/C(=O)NC2CCCCC2C)cc1 (stereo not drawn)
 : 0.73 | i
N#CC(c1ccccc1)c1cccc(Cl)n1 (stereo not drawn)
 : 1.16 | i
CN(Cc1ccccc1)C(=O)c1nc2ccccn2c1CN1CCCC1c1nccs1 (stereo not drawn)
 : -1 | i
CCOC(=O)C(C)n1cnc2c(nnn2-c2ccc(C)cc2)c1=O (stereo not drawn)
 : -0.4 | i
Cc1ccc(NC(=O)c2ccc3c(c2)OCCO3)cc1
 : -2.18 | i
C/C(=N\NC(=O)COc1c(C)cccc1C)c1cccs1
 : 2.9 | i
COc1ccc(CN(C)S(=O)(=O)c2ccc3c(c2)OCCO3)cc1
 : 0 | i
Cc1ccc(-n2c(N)cc(=O)nc2SCC(=O)N2CCN(c3ccccc3)CC2)cc1C
 : 0 | i
CCCCCCNC(=O)c1cn(CC)c2cc(N3CCN(C)CC3)c(F)cc2c1=O
 : 0.54 | i

Compounds listed so far that contain a tert-butyl group (two):
Sequence of screens – Kir21 inh | KCNQ2 block
Cc1ccc(S(=O)(=O)c2c(C)nn(C(C)(C)C)c2OC(=O)C2CCCC2)cc1
 : -0.69 | i
CCn1c(SCC(=O)NC(C)(C)C)nnc1-c1ccoc1C
 : 1.17 | i

(more compounds)
Sequence of screens – Kir21 inh | KCNQ2 block
COc1cccc(CN2C(=O)CCC2(C)C(=O)NC2CCCC2)c1 (stereo not drawn)
 : -0.57 | i
COC(=O)Cc1[nH]nc2c1C(c1cc(OC)c(OC)c(OC)c1)C(C#N)=C(N)O2 (stereo not drawn)
 : 1.42 | i
COc1cc2c(cc1NC(=O)C(C)Sc1nc3ccccc3n1C)oc1ccccc12 (stereo not drawn)
 : 0.2 | i
O=C(c1cc(-c2cccc(O)c2)on1)N1CCCCCC1
 : 0.98 | i
O=C(CN(Cc1ccco1)C(=O)Cn1nnc(-c2cccs2)n1)NCc1ccccc1
 : -0.48 | i
O=C(N/N=C/c1cn(-c2ccccc2)nc1-c1cc2ccccc2o1)c1c[nH]c2ccccc12
 : 0.01 | i
CCNS(=O)(=O)c1ccc(CCC(=O)Nc2ccc3c(c2)OCO3)cc1
 : 0.25 | i
CN1C(=O)CC(N2CCC(C(N)=O)CC2)C1=O (stereo not drawn)
 : 1.46 | i
CC1(C)C(C#N)=C(N)Oc2c1c(=O)oc1ccccc21
 : 0.39 | i
CC(=O)Nc1ccc(NC(=O)c2ccc(NS(=O)(=O)c3cccc4cccnc34)cc2)cc1
 : -0.29 | i
COc1ccc(/C=N/Nc2nc3ccccc3c(=O)n2-c2ccccc2)cc1OC
 : 0.34 | i
CC(=O)Cn1nnc2sc(-c3ccccc3)cc2c1=O
 : -0.25 | i
COCCSc1ccccc1C(=O)Nc1nccs1
 : -0.24 | i
CC(C)NC(=O)c1c(O)c2ccccc2[nH]c1=O
 : 0.04 | i
COc1ccc(-c2cc(C(F)F)n3ncc(C(=O)Nc4cc(C)on4)c3n2)cc1
 : 1.84 | i
CC(=O)C1=C(O)C(=O)N(CCN2CCOCC2)C1c1ccccc1 (stereo not drawn)
 : -0.29 | i
CC1(C)OC(=CC=Nc2ccc(Cl)cc2)OC1(C)C
 : 0.12 | i
Cc1cc(C)n(-c2ccc(F)cc2CN2CCN(Cc3ccccc3)C(CCO)C2)n1 (stereo not drawn)
 : -1.01 | i
CC(=O)N1CCN=C1SCc1cccc(C(F)(F)F)c1
 : 0.74 | i
CCOc1ccc(S(=O)(=O)NN2Cc3ccccc3C2=N)cc1
 : 0.29 | i
NC(=O)CC(NC(=O)Cc1ccc(Cl)cc1)c1ccc(NC2CCN(Cc3ccccc3)CC2)c([N+](=O)[O-])c1 (stereo not drawn)
 : 2 | i
